# High-throughput results (PubChem BioAssay)
# PERK inhibitor: inhibitors of human PERK kinase. AID 1416. Q9NZJ5. 0.17% of 220,000 active. inhibition, % at 5.6 µM. CHO PERK-DD fusion, SEAP luminescence translation reporter;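 active means inhibition above the mean inhibition of all tested compounds plus 3 SD, set separately per screening campaign, cut at about 2.9% in these data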;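 further: PERK kinase domain activated by AP20187 dimerizer at 100 nM; 0% = DMSO with dimerizer and 100% = rapamycin at 8.4 µM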
# Wee1 stabilizer: inhibitors of human Wee1 degradation; P30291; HeLa Luc-Wee1K328M stability, luciferase luminescence; 100% = proteasome inhibitor MG132 effect; reporter increase, % at 5 µM; 1.2% of 220,000 active; AID 1321;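 active means activation above the mean of all tested compounds plus 3 SD, set per screening run, cut at about 8.8% in these data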;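 further: cells exposed to compound for 20 h before luminescence read; 0% = DMSO alone and 100% = MG132 at 30 µM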
# Mdm2 ligase inh: blocks human Mdm2 ubiquitin ligase activity; Q00987; cell-based MDM2 ubiquitination luciferase reporter, 2 h; 0 = plate control, 100 = twice control, blank-subtracted; signal enhancement, % at 5 µM; 0.11% of 210,000 active; AID 1230;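 active means signal enhancement of 30% or more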;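 further: luminescence tracks abundance of the self-degrading MDM2-luciferase fusion protein; higher signal means inhibition of MDM2 E3 ligase activity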
#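 Buffer or medium: Cells held in DMEM | Assay system: Stable mammalian line carrying autodegrading MDM2–luciferase fusion reporter | Quantity: 2000 cells/well | Times: 4 h settle plus 2 h compound, 37 °C | Doses: One concentration, 5 µM, with 0.2% DMSO | Technique: Luminescence with SteadyLite reagent, 15 min at room temperature | Benchmarks: Plate controls and plate blanks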
# S1P4 antagonist: human S1P4 receptor antagonism; inhibition, % at 4.98 µM; S1P4-expressing cells, antagonist mode, reporter read-out; 0.26% of 220,000 active; AID 1510; O95977; in the data active means inhibition above about 29%;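 further: 0% = wells stimulated with agonist and 100% = vehicle wells without agonist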
# Target sequence (O95977 whole entry, looked up): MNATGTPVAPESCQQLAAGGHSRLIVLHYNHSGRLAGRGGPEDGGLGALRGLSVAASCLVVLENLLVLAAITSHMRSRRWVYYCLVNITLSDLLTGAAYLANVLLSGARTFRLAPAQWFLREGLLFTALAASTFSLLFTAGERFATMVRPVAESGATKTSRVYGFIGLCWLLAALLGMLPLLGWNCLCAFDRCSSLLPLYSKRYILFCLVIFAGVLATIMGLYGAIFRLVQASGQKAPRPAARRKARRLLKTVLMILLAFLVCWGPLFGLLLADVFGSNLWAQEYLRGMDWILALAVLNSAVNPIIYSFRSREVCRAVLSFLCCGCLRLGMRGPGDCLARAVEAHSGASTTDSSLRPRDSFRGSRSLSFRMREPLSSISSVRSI
# eIF4E-4G inh: blocks eIF4E binding to eIF4G; P63073+Q04637; inhibition, % at 21.7 µM; TR-FRET eIF4E-eIF4GI(517-606) binding, 2 h; 0.37% of 220,000 active;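 active means inhibition above about 30%, limit read from the data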;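 further: 0% = full FRET control wells and 100% = background wells lacking eIF4GI fragment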
# Ba/F3 V617F tox: loss of viability in JAK2V617F-driven Ba/F3 cells | 1.1% of 220,000 active | Ba/F3 EpoR-JAK2V617F viability, ATP luminescence | inhibition, % at 5.6 µM;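 active means inhibition above the campaign mean plus 3 SD over all tested compounds, cut at about 24% in these data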;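 further: cytokine-independent growth of Ba/F3 cells driven by EpoR plus mutant JAK2; 0% = DMSO-treated cells and 100% = JAK inhibitor I control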
# NPY-Y2 PAM-ag: potentiates or activates human NPY-Y2 receptor; P49146; cells expressing NPY-Y2, potentiator/agonist read-out; activation, % at 3.6 µM; 0.45% of 220,000 active; AID 1359; in the data active means activation above about 27%;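 further: cells stimulated with NPY near EC25 plus isoproterenol at EC100; 0% = vehicle plus submaximal agonist and 100% = vehicle plus saturating agonist; some results beyond the cut were filed as inactive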
# Target sequence (P49146 whole entry, looked up): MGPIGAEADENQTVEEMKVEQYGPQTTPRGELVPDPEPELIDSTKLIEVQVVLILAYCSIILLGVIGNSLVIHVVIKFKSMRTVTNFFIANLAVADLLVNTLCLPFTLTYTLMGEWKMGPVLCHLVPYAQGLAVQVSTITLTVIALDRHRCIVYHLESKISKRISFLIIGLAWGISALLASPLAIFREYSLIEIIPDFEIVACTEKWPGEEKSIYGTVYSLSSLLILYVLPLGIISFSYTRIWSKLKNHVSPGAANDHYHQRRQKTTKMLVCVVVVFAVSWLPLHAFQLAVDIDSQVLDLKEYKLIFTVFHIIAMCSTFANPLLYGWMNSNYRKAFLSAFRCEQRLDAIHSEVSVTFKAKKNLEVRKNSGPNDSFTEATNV
# BaF3 tox: counter-screen for JAK2V617F inhibitors: parental Ba/F3 viability inhibitors. inhibition, % at 5.6 µM. CellTiter-Glo ATP luminescence. AID 1486. 1.1% of 220,000 active;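 active means inhibition above a per-campaign cutoff, the mean inhibition of all tested compounds plus 3 SD, cut at about 27% in these data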;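 further: 0% = DMSO wells and 100% = JAK Inhibitor I control wells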
# S1P4 ag: human S1P4 receptor agonism | S1P4-expressing cell line, agonist reporter assay | 0.35% of 220,000 active | AID 1509 | activation, % at 4.98 µM | O95977; in the data active means activation above about 11%;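 further: 0% = DMSO vehicle and 100% = reference agonist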
# Active calls of the source: *; nt = not tested or not shown; [ ] = another dose, or the depositor's remark.
SMILES,PERK inhibitor,Wee1 stabilizer,Mdm2 ligase inh,S1P4 antagonist,eIF4E-4G inh,Ba/F3 V617F tox,NPY-Y2 PAM-ag,BaF3 tox,S1P4 ag
CN(C)NC(=S)NC(=O)C12CC3CC(CC(C3)C1)C2,0.5,-1,-3,-1,1,1,1,-2,-0.8
CCN(CC)S(=O)(=O)c1cc(C(=O)OCC(=O)Nc2cccc(Br)c2)ccc1F,0.6,3,6,-11,17,-1,-2,-1,-0.7
Cc1cccc(NC(=S)NC(=O)c2ccc(Br)o2)c1,0.1,-1,-31,-1,-2,1,-27,0,0.8
O=C(NCCO)C(=O)c1c(-c2ccc(Cl)cc2)cc2ccccn12,0.8,0,-11,-19,-3,2,-15,4,-1.7
Cc1cc(C)cc(NS(=O)(=O)c2ccc(F)cc2)c1,0.7,-3,-9,0,-1,1,-6,-2,0.9
CCOc1ccccc1C(=O)N[C@H](C(=O)OCc1cc(=O)oc2cc(C)ccc12)C(C)C,-0.5,-2,-4,-2,-5,-1,-18,4,-0.5
CCOc1ccc(NC(=O)CSc2nnc(C(C)C)n2CC)cc1,0.0,1,-3,1,3,-6,5,-1,-2.1
c1ccc2c(N3CCCCC3)nc(N3CCOCC3)nc2c1,-1.0,-3,-10,-3,-1,-1,-6,1,0.8
Cc1ccc(NC(=S)NN2CCN(C)CC2)c(C)c1,0.6,2,-7,-26,2[fluorescence artefact?],0,-10,7,-3.0
Cc1noc(C)c1C(=O)OCC(=O)c1cc(C)n(Cc2ccccc2Cl)c1C,0.2,5,-11,-10,-8,-3,-7,3,3.6
Cc1cc(C)c(S(=O)(=O)NCCOc2ccccc2)c(C)c1-n1cnnn1,1.4,3,1,4,2,3,-12,7,-0.1
Cc1cnc2c(C(=O)O)cnn2c1,0.3,3,-13,-16,-1,-1,2,3,-1.6
O=C1CCNc2cc3ccccc3cc21,0.2,0,-16,7,-4[fluorescence artefact?],7,-15,17,2.6
CCN(CC)CCCN(Cc1cc2cc3c(cc2[nH]c1=O)OCO3)C(=S)Nc1ccc(OC)cc1,-0.2,-2,-10,5,2,1,-3,4,-0.1
Cc1ccc(Cl)c(NC(=O)COC(=O)c2ccccc2C(=O)c2ccc(Cl)c([N+](=O)[O-])c2)c1Cl,0.7,-2,-89,11,1[fluorescence artefact?],4,3,7,-0.2
CCCc1cc(C(=O)Nc2sc3c(c2C#N)CCC3)no1,2.0,-2,-4,-16,1,0,-11,0,3.2
O=C(C1=C[C@@H](c2ccc(C(F)(F)F)cc2)C[C@@H](OCc2ccc(CO)cc2)O1)N1CCN(Cc2ccc3c(c2)OCO3)CC1,-0.5,-3,nt,19,-3,4,4,3,-0.8
Cc1cc(C)c(C(=O)CSC2=NC(N)=C(C#N)C3(CCCCC3)C2C(N)=O)cc1C (stereo not drawn),-1.9,-1,-9,-10,0,-2,-4,4,-1.5
CC1=CC(C)(C)C(C(=O)O)C(C(=O)O)C1 (stereo not drawn),1.5,-1,2,-4,-2,0,-4,7,-0.5
Cc1nc([N+](=O)[O-])cn1CC(O)c1ccc(-c2ccccc2)cc1 (stereo not drawn),-0.8,-2,-26,-6,4,-3,-15,6,-3.4
COc1cccc(N/C(=N/C(=S)Nc2ccc(C)cc2C)Nc2nc(C)cc(C)n2)c1,-1.4,4,-7,2,-2,-6,-7,-1,-0.3
COC(=O)COC(=O)c1ccc(Oc2nc(OC)nc(N(C)C)n2)cc1,-0.3,-2,-25,-8,-8,2,7,2,0.7
COc1ccc(OCc2nc(N)nc(Nc3ccc(C)cc3)n2)cc1,0.0,-1,5,-20,-2,-1,-2,8,1.5
CN(C)c1ccnc(-n2cccc2/C=N/OCc2ccccc2)c1C#N,-0.6,0,-6,-1,10,0,-11,5,-0.3

# Pulled one by one from the list above (six):
SMILES,PERK inhibitor,Wee1 stabilizer,Mdm2 ligase inh,S1P4 antagonist,eIF4E-4G inh,Ba/F3 V617F tox,NPY-Y2 PAM-ag,BaF3 tox,S1P4 ag
O=C(C1=C[C@@H](c2ccc(C(F)(F)F)cc2)C[C@@H](OCc2ccc(CO)cc2)O1)N1CCN(Cc2ccc3c(c2)OCO3)CC1,-0.5,-3,nt,19,-3,4,4,3,-0.8
Cc1ccc(Cl)c(NC(=O)COC(=O)c2ccccc2C(=O)c2ccc(Cl)c([N+](=O)[O-])c2)c1Cl,0.7,-2,-89,11,1[fluorescence artefact?],4,3,7,-0.2
COC(=O)COC(=O)c1ccc(Oc2nc(OC)nc(N(C)C)n2)cc1,-0.3,-2,-25,-8,-8,2,7,2,0.7
Cc1nc([N+](=O)[O-])cn1CC(O)c1ccc(-c2ccccc2)cc1 (stereo not drawn),-0.8,-2,-26,-6,4,-3,-15,6,-3.4
O=C1CCNc2cc3ccccc3cc21,0.2,0,-16,7,-4[fluorescence artefact?],7,-15,17,2.6
CCCc1cc(C(=O)Nc2sc3c(c2C#N)CCC3)no1,2.0,-2,-4,-16,1,0,-11,0,3.2

# Remaining list, next part
SMILES,PERK inhibitor,Wee1 stabilizer,Mdm2 ligase inh,S1P4 antagonist,eIF4E-4G inh,Ba/F3 V617F tox,NPY-Y2 PAM-ag,BaF3 tox,S1P4 ag
CCC[C@@H]1C[C@@]1(CCC)[C@@H](NC(=O)c1ccccc1)c1ccc(C(=O)OC)cc1,-0.9,1,nt,0,-2,0,4,0,-1.0
CC(NC(=O)OCc1ccccc1)C(=O)Oc1cc2oc(=O)cc(-c3ccccc3)c2cc1Cl (stereo not drawn),0.5,2,-16,23,2[fluorescence artefact?],-4,5,-5,2.0
O=[N+]([O-])c1ccc(C2CNC(c3ccccc3)O2)cc1 (stereo not drawn),1.5,2,-5,5,1,-4,5,0,-1.4
O=C(COc1ccccc1Cl)Nc1ccc(C(=O)c2ccc(C(=O)O)cc2)cc1,1.2,-1,-18,14,5,4,7,14,0.2
Cc1ccc2[nH]c3c(N4CCc5ccccc5C4)ncnc3c2c1,-0.5,0,-9,-4,0[fluorescence artefact?],44*,5,49*,1.7
NNC(=S)Nc1ccc(C(F)(F)F)cc1Cl,0.3,-1,-12,-2,5,-5,-18,2,-0.8
CC(C)N(Cc1nc(-c2ccc(Cl)cc2)no1)C(=O)CCC1CCCC1,1.1,1,-2,-18,-4[fluorescence artefact?],-2,-7,4,-0.1
CC(C)(C)c1nnc(N/N=C/c2ccccc2O)n(N)c1=O,1.3,8,nt,-6,6,-3,-4,1,-2.2
CCCc1cc(=O)oc2cc(OCc3ccc(OC)cc3)c(Cl)cc12,0.4,4,-11,12,1,4,1,7,-1.6
Cc1c([N+](=O)[O-])nnn1-c1cc(Cl)cc(Cl)c1,0.7,-4,1,-21,1,3,1,3,0.4
Cc1c(C(=O)N(C)Cc2ccccc2)oc2ccc(S(=O)(=O)N3CCCC3)cc12,-0.2,2,-17,-16,4,6,6,9,-0.4
Cc1sc(NC(=O)CN(Cc2ccccc2)C(=O)C2CC2)c(C(N)=O)c1C,-1.3,-3,-11,3,4,0,2,6,1.5
C=CCn1c(SCC(=O)NC2CCCc3ccccc32)nnc1-c1ccncc1 (stereo not drawn),0.2,-2,-4,-8,5[fluorescence artefact?],1,-7,6,-1.3
CCOC(=O)c1c(O)c2c(n(Cc3ccco3)c1=O)CCCC2,0.6,2,-9,-14,4,3,-17,7,0.6
CCN1CCN(C(c2cccs2)C(C)NC(=O)c2cccnc2)CC1 (stereo not drawn),0.6,0,4,-13,-5,0,5,1,-0.1
CCOC(=O)c1sc(=NC(=O)CCS(=O)(=O)c2ccccc2)n(C)c1C,0.3,5,2,-3,3,1,18,2,0.4
O=C(O)CCc1nn2c3ccccc3n(Cc3ccccc3)c2nc1=O,0.1,6,-9,3,0,4,-14,5,-1.8
O=C(OCC(=O)N1CCCCC1)c1cc2ccccc2cc1O,0.1,0,-10,-10,0,-3,-1,3,-2.8
CCN1CCN(C(=O)CN(CCc2ccccc2)S(C)(=O)=O)CC1,-1.0,0,-8,3,1,2,-12,6,-2.2
CCOC(=O)c1c(NC(=O)C(C)Sc2c[nH]c3ccccc23)sc2c1CCC2 (stereo not drawn),-0.3,-2,nt,-4,-6,1,4,2,0.0
CC(C)CN(C(=O)CN1CCN(c2ccccc2F)CC1)c1c(N)n(CC(C)C)c(=O)[nH]c1=O,0.5,0,0,-14,0,2,5,6,0.0
COc1ccc(C(=O)OCCN2CCOCC2)cc1,1.2,-1,-2,-3,5[fluorescence artefact?],4,-5,3,2.6
O=C(NC1CCCCCCC1)c1ccc2c(c1)N(Cc1ccc(F)cc1)C(=O)CS2=O (stereo not drawn),-0.9,-1,27,-27,-4,-2,6,6,2.4
COc1ccc(N2CCN(C(=O)CCNS(=O)(=O)c3cccs3)CC2)cc1,0.0,-2,-11,0,0[fluorescence artefact?],-4,9,2,-0.1
CCOC(=O)N1CCC(NC(=O)c2cc(C(=O)Nc3ccc(OCC)cc3)ccc2CO)CC1,0.8,-2,-7,10,-7,-1,-2,1,-1.5
O=C(/C=C/c1ccccc1)Nc1cccc(C(=O)O)c1,0.7,-5,-86,-1,0,-2,10,10,1.0
CC(=O)OCCOc1nc(NC(C)C)nc(NC(C)C)n1,-0.3,-1,-4,2,2,3,-1,4,0.4
CCOc1ccc(Nc2nc(NCc3ccco3)nc(N)c2[N+](=O)[O-])cc1,0.1,2,-12,-4,2,4,-2,-4,0.4
O=C(CCSc1ccccc1)N1CCCC1,1.1,2,-19,-8,7,-2,1,4,-0.3
CCn1cc(C2C3=C(CC(C)(C)CC3=O)N(c3ccccc3)C3=C2C(=O)CC(C)(C)C3)c(C)n1,0.0,0,-5,-11,-3,1,-4,12,-3.2

# Just Wee1 stabilizer (four entries from above):
Compound,Wee1 stabilizer
CCn1cc(C2C3=C(CC(C)(C)CC3=O)N(c3ccccc3)C3=C2C(=O)CC(C)(C)C3)c(C)n1,0
CCOc1ccc(Nc2nc(NCc3ccco3)nc(N)c2[N+](=O)[O-])cc1,2
CCOC(=O)N1CCC(NC(=O)c2cc(C(=O)Nc3ccc(OCC)cc3)ccc2CO)CC1,-2
O=C(/C=C/c1ccccc1)Nc1cccc(C(=O)O)c1,-5
